GLP-1R inv ag = qHTS of GLP-1 Receptor Inverse Agonists (Inhibition Mode) | Glucagon-like peptide 1 receptor (Homo sapiens), P43220 | Potency, µM (titrated, usually from 38.3 µM), for the others: top-dose activity change, negative = inhibition, most hits filed as inhibitors | 1.6% of 410,000 active | AID 624417, 2012 | HEK293 GLP-1R CRE-luciferase, luminescence, 24 h; GLP-1R form is constitutively active; also: potency is read from the fitted curve at half-maximal effect; % is scaled to controls: 0 for no effect and ±100 for the full control effect; nearly all actives have a fitted effect of over 55% in size
Target sequence (P43220 whole entry, looked up): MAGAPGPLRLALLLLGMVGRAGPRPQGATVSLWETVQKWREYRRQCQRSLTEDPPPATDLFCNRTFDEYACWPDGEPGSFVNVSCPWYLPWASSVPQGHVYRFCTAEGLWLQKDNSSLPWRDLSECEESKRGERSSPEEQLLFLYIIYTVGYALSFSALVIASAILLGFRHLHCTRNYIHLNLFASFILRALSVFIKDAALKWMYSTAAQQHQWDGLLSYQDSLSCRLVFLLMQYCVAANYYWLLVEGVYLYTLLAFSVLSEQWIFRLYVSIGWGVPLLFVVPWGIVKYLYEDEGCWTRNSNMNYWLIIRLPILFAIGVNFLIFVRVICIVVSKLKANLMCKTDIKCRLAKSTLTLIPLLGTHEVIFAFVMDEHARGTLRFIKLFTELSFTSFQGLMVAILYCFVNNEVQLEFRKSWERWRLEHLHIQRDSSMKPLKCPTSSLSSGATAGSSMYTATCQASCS
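Stable HEK293 clone (constitutively active GLP-1R + cAMP-response luciferase); 200 cells/uL plated, 12 h pre-culture, compound 24 hr, 37 deg C/5% CO2; detection reagent 12 min RT; luminescence.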
GLP1R cytotox = qHTS of GLP-1 Receptor Inverse Agonists: Cytotox Screen; HEK293 cAMP-luciferase reporter cells, luminescence, 24 h; Potency, µM (top dose mostly 38.3 µM), for the others: at the highest dose activity change, negative = inhibition, hits mostly inhibitors; 0.13% of 410,000 active; AID 624418, 2012;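 also: loss of luciferase light is scored as toxicity; potency is read from the fitted curve at half-maximal effect; % is scaled to controls: 0 for no effect and ±100 for the full control effect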
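A 23 nL compound transfer followed 12 hours of cell culture at 37 deg C; exposure then lasted 24 hr. Luciferase assay detection reagent was dispensed and plates read for luminescence after a 12 min room-temperature wait.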
FUS yeast rescue = qHTS for Suppressors of FUS Proteinopathy: Primary screen using FUS-linked yeast assay | AID 1347120, 2019 | Potency, µM (series often up to 76.6 µM), inactives show top-dose growth rescue (activation), usual class: activators | S. cerevisiae FUS-expressing, growth rescue, OD600, 24 h | 0.24% of 390,000 active;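 also: potency is read from the fitted curve at half-maximal effect; plate controls were DMSO vehicle for no effect and reference control for full effect; nearly all actives have a fitted effect of over 55% in size; some results filed as inactive show a strong effect at the top dose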
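Galactose (2%) drives FUS expression in yeast precultured in raffinose; seeding density OD 0.005. Test compounds incubated 24hr at 30C and 99% humidity before absorbance at 600 nm was measured.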
TDP-43 yeast inh = qHTS of TDP-43 Inhibitors; TDP-43 expressing yeast growth rescue, BacTiter-Glo, 24 h; Potency, µM (titrated, usually from 46.1 µM), without a hit: top-dose growth rescue (activation), most hits filed as activators; AID 652104, 2013; 1.8% of 410,000 active; also: potency is read from the fitted curve at half-maximal effect; % of control where 0% means no effect; nearly all actives have a fitted effect of over 50% in size
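Galactose-induced TDP-43 yeast, OD600=0.02, compound pinned; 24 hr, 30 deg C; BacTiter-Glo luminescence for growth. Inhibitors of TDP-43 toxicity read as activators.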
aSyn yeast inh = qHTS of alpha-syn Inhibitors | Yeast expressing alpha-synuclein, growth rescue, BacTiter-Glo, 24 h | Potency, µM (doses to about 46.1 µM), for the others: at the highest dose growth rescue (activation), most hits filed as activators | 0.14% of 370,000 active | AID 652106, 2013; also: potency is read from the fitted curve at half-maximal effect; % of control where 0% means no effect; nearly all actives have a fitted effect of over 65% in size
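Galactose-induced alpha-syn yeast (OD600=0.02, raffinose-pregrown) + pinned cpd, 24 hr, 30 deg C; growth by BacTiter-Glo luminescence. Growth restoration scores as activation.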
PTHR1 agonist = qHTS for PTHR1 Agonists: Primary Screen; Parathyroid hormone/parathyroid hormone-related peptide receptor (Homo sapiens), Q03431; HEK293 GP2 PTHR1 cells, GloSensor cAMP luminescence, 1 h; Potency, µM (highest dose often 115 µM), without a hit: at the highest dose activation, hits mostly activators; 0.075% of 410,000 active; AID 743266, 2014; also: potency is read from the fitted curve at half-maximal effect; nearly all actives have a fitted effect of over 55% in size; some results filed as inactive show a strong effect at the top dose; inactives centre near -15; many of its hits are not listed in these tables
Target sequence (Q03431 whole entry, looked up): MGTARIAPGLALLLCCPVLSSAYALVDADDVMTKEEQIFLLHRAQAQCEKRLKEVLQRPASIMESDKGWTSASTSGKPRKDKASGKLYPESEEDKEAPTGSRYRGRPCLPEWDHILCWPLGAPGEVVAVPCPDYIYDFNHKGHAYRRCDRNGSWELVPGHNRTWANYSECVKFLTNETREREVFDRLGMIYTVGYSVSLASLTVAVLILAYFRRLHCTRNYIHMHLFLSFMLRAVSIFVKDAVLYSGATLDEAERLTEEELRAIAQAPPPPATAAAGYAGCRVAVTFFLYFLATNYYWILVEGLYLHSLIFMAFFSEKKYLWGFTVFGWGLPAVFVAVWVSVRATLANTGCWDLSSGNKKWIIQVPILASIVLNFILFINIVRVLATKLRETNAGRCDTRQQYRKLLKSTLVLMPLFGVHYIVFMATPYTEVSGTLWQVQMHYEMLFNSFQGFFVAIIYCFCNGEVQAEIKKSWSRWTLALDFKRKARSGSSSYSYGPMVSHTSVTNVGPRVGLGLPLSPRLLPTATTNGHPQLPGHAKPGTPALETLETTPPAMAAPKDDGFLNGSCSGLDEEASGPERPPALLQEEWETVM
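HEK-293-derived GP2 cells expressing PTHR1 and a GloSensor cAMP reporter, 3,000/well, plated overnight, given luciferin plus IBMX (each 0.5 mM as added) for 1 h at 37 °C, then compound for 1 h at 37 °C. Luminescence was read after 15 min at room temperature.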
Abeta yeast res = qHTS for compounds that reverse cellular toxicity of Amyloid beta (A-beta) peptide in yeast: Primary Screen. yeast expressing A-beta42, growth rescue, OD600, 48 h; response scale: 0% DMSO, 100% iron-clioquinol control. Potency, µM (highest dose often 46.1 µM), without a hit: at the top dose growth rescue, hits mostly activators. 0.063% of 410,000 active; also: potency is read from the fitted curve at half-maximal effect; nearly all actives have a fitted effect of over 55% in size
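Yeast A-beta toxicity model in growth medium with pinned compounds, 48 h at 30 C; growth read as absorbance at 600 nm. Normalized to FeCl3/clioquinol equimolar mix (positive) and DMSO (negative).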
MmCpn inh = Inhibitors of TCP-1 ring complex (TRiC) of Methanococcus maripaludis (MmCpn): qHTS; Chaperonin Mm-Cpn (Methanococcus maripaludis); purified Mm-Cpn ATPase, ADP Transcreener TR-FRET; Potency, µM (titrated, usually from 76.9 µM), inactives show at the highest dose activity, negative = inhibition, most hits filed as inhibitors; 0.031% of 330,000 active; AID 504842, 2011; also: potency is read from the fitted curve at half-maximal effect; % is scaled to controls: 0 for no effect and ±100 for the full control effect; nearly all actives have a fitted effect of over 80% in size
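25 nM Mm-CPN + cpd, 10 min 37°C; + 10 uM ATP, 30 min 37°C; buffer 30 mM Tris pH 7.4, 100 mM KCl, 5 mM MgCl2, 1 mM DTT; Transcreener ADP HTRF detection 30 min RT.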
Akt phos inh = HTS Assay for Inhibitors of Akt Phophorylation: Primary Screen | activity change, % for hits at 50 µM | AID 651550, 2012 | 0.32% of 360,000 active | Neuro2A IGF-stimulated pAkt S473 HTRF, 20 min; hits give low values; in the data active = activity change below about -80%; inconclusive = mostly about -51% to -80%; also: % is scaled to controls: 0 for no effect and ±100 for the full control effect
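Neuro2A cells (4,500/well, DMEM with 0.5% FBS) were treated with compound at a single 50 µM final concentration, stimulated with 6 nM IGF for 20 min at 37 °C, and lysed. Phospho-Akt Ser473 was read by HTRF as 665/615 ratio ×10^4.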
Starred values were filed as active, the others as inactive; i = inactive; ? = inconclusive; · = not tested or not shown; & = joins results of further samples; [ ] = remark or other dose. Unless noted, calls follow the shape of the dose curve; as a rule, active = well fitted curve in the direction sought with a large enough effect; inconclusive = small, poorly fitted or top-dose-only effect, or another doubt; inactive = no such curve, though single readings can be large; an effect the other way counts as inactive or inconclusive. An excerpt; the hit share may differ from the screen's.

Order of values – TDP-43 yeast inh | GLP1R cytotox | Akt phos inh | PTHR1 agonist | GLP-1R inv ag | MmCpn inh | FUS yeast rescue | aSyn yeast inh | Abeta yeast res
N#Cc1ccc(C(=O)N2CCCCC2c2cc(C(=O)Nc3cccc(C#N)c3)no2)cc1 (configuration not stated)
 : 10% | 2% | i | i | 0% | · | ? | 10% | -12%
COc1ccccc1C(=O)c1cc2ccc(O)cc2oc1=O
 : 2% | -8% | i | -19% | 7% | 1% | -18% | 7% | 4%
O=C(Cn1ncc2c([nH]c3ccccc32)c1=O)Nc1cccnc1
 : 8% | -2% | i | i | 4% | 1% | -4% | -3% | ·
Cc1cc(C(=O)N2CCCC(CO)(Cc3ccc(F)cc3F)C2)nn1C (configuration not stated)
 : 20% | 4% | i | i | 8% | · | -37% | -1% | 3%
CC1(Cc2cc(Cl)ccc2C(F)(F)F)C(=O)Nc2ccc(OC(F)(F)F)cc21 (configuration not stated)
 : -43%[inhibitor] | ? | i | -14% | ? | · | 21% | -48%[inhibitor] | -18%
CN(Cc1nccs1)C(=O)c1ccc(OC2CCN(Cc3ccccn3)CC2)cc1
 : 5% | 5% | i | -15% | -24% | -2% | 17% | -2% | -4%
Nn1c(SCC(=O)Nc2ccc(Oc3ccccc3)cc2)nnc1C1CC1
 : 7% | -1% | i | -24% | -23% | 0% | · | 5% | 0%
CCOC(CNc1cc(C)nc2c(-c3ccccc3OC)c(C)nn12)OCC
 : -15% | 3% | i | -6% | ? | 1% | 15% | 0% | -6%
NC(=S)NNC(=O)Nc1cccc(Cl)c1
 : 1% | 1% | i | i | 24% | -1% | -12% | -1% | -9%
C=CCN1C(=O)CN=C1Nc1ccccc1
 : -4% | -4% | i | i | 10% | 0% | 9% | -1% | 5%
Cc1nn2c(=O)cc(COC(=O)c3cccc(NC(=O)COc4ccc(C)c(C)c4)c3)nc2s1
 : 10% | -8% | · | -24% | 0% | · | -1% | · | 7%
CCOc1ccc(C(=O)N(Cc2ccccc2)c2cccc(C)c2)cc1OC
 : 16% | 5% | i | -32%[inhibitor] | ? | 1% | 39% | 2% | -12%
CN(Cc1ccccc1)C(=O)[C@@H]1CCCN1C(=O)[C@@H]1CCCN1C(=O)c1cccc2ccccc12
 : 10% | -11% | i | -27% | 7% | · | 2% | -17% | -20%
CCS(=O)(=O)NCC(c1ccco1)N1CCN(c2ccc(F)cc2)CC1 (configuration not stated)
 : 16%&-25% | -7%&9% | i | i | -9%&3% | 0% | 12% | 5% | -2%&-7%
C=CCn1c(SCc2c(C)noc2C)nc2sc3c(c2c1=O)CCCC3
 : -12% | 1% | i | 9%[57.5 µM] | 0% | -1% | 16% | -1% | -1%

Complete entries from above. Order of values: TDP-43 yeast inh | GLP1R cytotox | Akt phos inh | PTHR1 agonist | GLP-1R inv ag | MmCpn inh | FUS yeast rescue | aSyn yeast inh | Abeta yeast res
Results for CN(Cc1nccs1)C(=O)c1ccc(OC2CCN(Cc3ccccn3)CC2)cc1 = 5% | 5% | i | -15% | -24% | -2% | 17% | -2% | -4%
Results for CN(Cc1ccccc1)C(=O)[C@@H]1CCCN1C(=O)[C@@H]1CCCN1C(=O)c1cccc2ccccc12 = 10% | -11% | i | -27% | 7% | · | 2% | -17% | -20%
Results for Cc1nn2c(=O)cc(COC(=O)c3cccc(NC(=O)COc4ccc(C)c(C)c4)c3)nc2s1 = 10% | -8% | · | -24% | 0% | · | -1% | · | 7%
Results for CC1(Cc2cc(Cl)ccc2C(F)(F)F)C(=O)Nc2ccc(OC(F)(F)F)cc21 (configuration not stated) = -43%[inhibitor] | ? | i | -14% | ? | · | 21% | -48%[inhibitor] | -18%
Results for NC(=S)NNC(=O)Nc1cccc(Cl)c1 = 1% | 1% | i | i | 24% | -1% | -12% | -1% | -9%

Looked up above.
Value for COc1ccccc1C(=O)c1cc2ccc(O)cc2oc1=O under Abeta yeast res: 4%
Value for O=C(Cn1ncc2c([nH]c3ccccc32)c1=O)Nc1cccnc1 under MmCpn inh: 1%

(cont.)
Order of values – TDP-43 yeast inh | GLP1R cytotox | Akt phos inh | PTHR1 agonist | GLP-1R inv ag | MmCpn inh | FUS yeast rescue | aSyn yeast inh | Abeta yeast res
Oc1ccccc1C1Nc2cccc3cccc(c23)N1
 : ? | 5% | i | i | 26% | 0% | -8% | 2% | -8%
CCc1nnc(NC(=O)CSc2nnc(-c3c[nH]c4ccccc34)n2CCOC)s1
 : -15% | 3% | i | i | 0% | -2% | 12% | -19% | 8%
Cc1ccccc1/C=N/NC(=O)Cc1ccc(Cl)cc1
 : -17% | -8% | i | -19% | ? | 3% | 8% | 4% | -9%
Cc1cc(-c2cc(NC=O)c3ncc(-c4cccc(C(=O)NCCN(C)C)c4)n3c2)cc(C)c1O
 : 8% | 7% | i | i | 3% | · | 5% | -3% | -17%
O=C1C2C3C=CC(C3)C2C(=O)N1Cc1cccnc1 (configuration not stated)
 : 9% | 1% | i | i | 5% | 0% | -24% | 1% | 1%
CN1CCN(CCCNC(=O)c2ccc3c(c2)N(Cc2ccc(F)cc2)CCS3)CC1
 : 0% | -27% | i | i | 5.6µM* | -9% | 14% | -2% | 4%
O=C(CCNS(=O)(=O)c1ccc(Br)cc1)N1CCCCCCC1
 : -12% | 7% | i | i | -23% | -1% | 10% | 2% | 7%
CCOC(=O)c1c(C)[nH]c(C)c1S(=O)(=O)N1CCN(C(=O)c2ccco2)CC1
 : 7% | -3% | i | -5% | 3% | -1% | 2% | -16% | ·
O=C(O)c1sccc1SCc1ccc(Cl)c(Cl)c1
 : ? | 3% | i | -1%[57.5 µM] | 0% | 1% | 1% | 10% | 9%
Cc1ccc(OCCCC(=O)N(C)CC(=O)Nc2c(C)cccc2C)cc1
 : 19% | -5% | i | -22% | -15% | · | -13% | 2% | 5%
CC(=O)NC12CC3CC(C1)CC(C(=O)OCC(=O)Nc1c(F)cccc1F)(C3)C2
 : -23% | 19% | i | -7% | 3% | -4% | · | -1% | -5%
Cc1cccc(NC(=S)NCc2ccco2)n1
 : ? | ? | i | -13% | ? | 1% | -5% | 1% | 13µM*
COc1ccc(S(=O)(=O)Nc2cccc3c2O[C@H](CN(C)CC2CC2)[C@@H](C)CN([C@H](C)CO)C3=O)cc1
 : 0% | 9% | i | i | 2% | 2% | 2% | 3% | 2%
O=S(=O)(O)c1ccc(SCc2ccccc2)nc1
 : 5% | -1% | i | -26% | 8% | · | 0% | -3% | 13%
CC(OC(=O)c1nsc(Cl)c1Cl)C(=O)NCc1ccc2c(c1)OCO2 (configuration not stated)
 : -1% | 4% | i | -4%[57.5 µM] | 0% | 0% | -12% | 18% | 17%

Later entries:
Order of values – TDP-43 yeast inh | GLP1R cytotox | Akt phos inh | PTHR1 agonist | GLP-1R inv ag | MmCpn inh | FUS yeast rescue | aSyn yeast inh | Abeta yeast res
Cn1nc(C(C)(C)C)cc1C(=O)N1CCCCC1c1cc(C(=O)Nc2cccc3c2CCCC3)no1 (configuration not stated)
 : 7% | 7% | · | i | ? | · | 32µM* | 8% | 0%
COc1ccccc1NC(=O)Nc1nn(C)c2cccc(N(C)C)c12
 : 20µM* | 2% | i | i | ? | -1% | ? | -42%[inhibitor] | -46%[inhibitor]
CC(C)CN1C(=O)c2ccc(C(=O)Nc3ccc(OCC(=O)O)cc3)cc2C1=O
 : -17% | 8% | i | i | 7% | 0% | 13% | -1% | -2%
COc1ccccc1/C=C1\SC(=S)N(C(C(=O)O)c2ccccc2)C1=O (configuration not stated)
 : -10% | ? | i | -4% | ? | 1% | 9% | -14% | -17%
COc1ccc(C)cc1NC(=O)C(NCC1CCCO1)c1ccccc1 (configuration not stated)
 : 6% | 18% | i | -23% | ? | 2% | · | -6% | -3%
CC(NC(=O)C1CCN(S(=O)(=O)c2cccc3cccnc23)CC1)c1ccccc1 (configuration not stated)
 : -13% | 5% | i | -29% | -2% | -1% | 13% | -2% | -1%
Nc1ncc(Br)cc1S(=O)(=O)NCCC(=O)NCCc1ccc(Cl)cc1
 : -5% | -11% | i | i | ? | 5% | 5% | 14% | -1%
Cc1cc(C)nc(N2CCC(C(=O)NCc3ccccc3F)CC2)n1
 : -2% | -25% | i | -5% | -26% | -1% | -11% | -7% | 3%
C#CCOCCOCCOCCNc1nc(N2CCN(C(=O)Cn3cc(CCCCN)nn3)CC2)nc(N2CCN(C(=O)Cn3cc(CC(C)O)nn3)CC2)n1 (configuration not stated)
 : -15% | -1% | i | 6% | 13% | -2% | 7% | -3% | -18%
COc1ccc(Cl)cc1N(CC(=O)NC1CC2CCC1C2)S(=O)(=O)c1ccccc1 (configuration not stated)
 : -15% | -6% | i | -23% | ? | 1% | 10% | 1% | -11%
COc1ccc(NS(=O)(=O)c2cccc(NC(=O)CCC(=O)c3ccc(Cl)cc3)c2)cc1
 : 5% | -8% | i | -36%[inhibitor] | ? | 2% | · | 7% | 22%
